High-throughput results as filed in PubChem.
KDM4E inh: blocks human JMJD2E demethylase activity; 230,000 tested, 1.6% active; Potency, µM (doses to about 57.1 µM), for the others: at the highest dose activity change, negative = inhibition, hits mostly inhibitors; JMJD2E catalytic domain, FDH-coupled NADH fluorescence (FDH is formaldehyde dehydrogenase); active = well fitted inhibition curve with a large enough effect, not every such curve was filed as active; inconclusive = small, poorly fitted or top-dose-only effect, or another doubt; inactive = no such curve, though single readings can be large or run the other way;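 note: 0% = wells with enzyme and -100% = buffer wells without enzyme; nearly all actives have a fitted effect of over 50% in size; many of its hits are not listed in these tables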
Target sequence (B2RXH2 1-337 limits assumed): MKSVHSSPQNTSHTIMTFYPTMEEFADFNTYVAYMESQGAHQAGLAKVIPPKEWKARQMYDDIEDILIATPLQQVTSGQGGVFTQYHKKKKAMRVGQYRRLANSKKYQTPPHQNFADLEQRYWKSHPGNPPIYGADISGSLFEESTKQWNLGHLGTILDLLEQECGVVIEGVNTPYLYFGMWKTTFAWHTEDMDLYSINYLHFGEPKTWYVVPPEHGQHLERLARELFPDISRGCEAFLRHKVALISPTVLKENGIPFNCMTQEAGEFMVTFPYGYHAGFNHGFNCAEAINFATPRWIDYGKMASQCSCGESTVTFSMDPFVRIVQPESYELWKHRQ
SMN2 splice up: enhancers of SMN2 splice variant expression; 210,000 tested, 2.8% active; Potency, µM (highest dose often 46.1 µM), inactives show at the highest dose activity change, positive = activation, hits mostly activators; HEK293 SMN2-luciferase splicing reporter, luminescence, 30-36 h; note: % of control where 0% means no effect; nearly all actives have a fitted effect of over 55% in size
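qHTS luciferase splicing reporter: luminescence rises when SMN2 exon 7 is included in transfected HEK293 cells. Compound exposure lasted 30-36 h at 37C, with 4.5 mM final sodium butyrate as control, followed by a ONE-Glo read.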
Lamin A splicing: changes lamin A minigene splicing in HeLa cells; Potency, µM (doses to about 46.1 µM), inactives show at the highest dose ratio change, negative = inhibition, usual class: inhibitors; 200,000 tested, 0.01% active; HeLa LMNA splicing GFP/RFP minigene ratio, 48 h; active = well fitted inhibition curve with a large enough effect in the signal ratio, with a control signal flat, not every such curve was filed as active; inconclusive = small, poorly fitted or top-dose-only effect, or effect the other way, or a change in a side signal; the % refers to the signal ratio; note: % is set by controls: 0 for no effect and ±100 for the full control effect
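S3 HeLa cells stably expressing lamin A-EGFP splicing minigene plus DsRed2, 600 cells/well, 48 h compound exposure at 37C. Laser-scanning cytometry; analysed as GFP (500-530 nm)/RFP (575-640 nm) total intensity ratio; 0.5% DMSO vehicle.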
ALDH1A1 inh: blocks purified human ALDH1A1 activity. P00352. Purified ALDH1A1, NADH fluorescence, propionaldehyde substrate. Potency, µM (series often up to 75.3 µM), without a hit: top-dose activity, negative = inhibition, hits mostly inhibitors. 220,000 tested, 7.3% active; active = well fitted inhibition curve with a large enough effect, not every such curve was filed as active; inconclusive = small, poorly fitted or top-dose-only effect, or another doubt; inactive = no such curve, though single readings can be large or run the other way;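 note: plate controls were no enzyme wells and a reference inhibitor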
RECQ1 inh: blocks DNA unwinding by human RECQ1; P46063; RECQ1 DNA unwinding, red fluorescence kinetic read; Potency, µM (titrated, usually from 57.3 µM), without a hit: at the highest dose activity, negative = inhibition, actives largely listed as inhibitors; 240,000 tested, 0.54% active;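 note: plate controls were vehicle for no effect and no enzyme for full effect; nearly all actives have a fitted effect of over 30% in size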
Target sequence (P46063 whole entry, looked up): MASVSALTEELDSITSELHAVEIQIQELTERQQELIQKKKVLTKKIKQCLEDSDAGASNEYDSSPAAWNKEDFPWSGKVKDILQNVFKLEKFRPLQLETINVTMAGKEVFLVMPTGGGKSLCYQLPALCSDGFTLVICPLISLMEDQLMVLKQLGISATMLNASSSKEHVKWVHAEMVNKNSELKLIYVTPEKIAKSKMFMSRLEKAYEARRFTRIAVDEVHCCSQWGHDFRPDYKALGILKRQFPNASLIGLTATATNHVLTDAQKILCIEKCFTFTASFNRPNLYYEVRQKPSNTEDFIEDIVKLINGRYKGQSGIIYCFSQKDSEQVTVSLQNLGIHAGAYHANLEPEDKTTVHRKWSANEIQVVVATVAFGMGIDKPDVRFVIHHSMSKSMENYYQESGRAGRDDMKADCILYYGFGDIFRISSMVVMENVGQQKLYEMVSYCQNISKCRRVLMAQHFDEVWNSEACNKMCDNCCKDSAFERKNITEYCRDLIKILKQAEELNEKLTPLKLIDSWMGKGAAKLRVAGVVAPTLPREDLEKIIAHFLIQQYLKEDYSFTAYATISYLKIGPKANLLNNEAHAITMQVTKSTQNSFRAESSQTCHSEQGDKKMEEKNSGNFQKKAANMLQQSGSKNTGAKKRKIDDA
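RECQ1T1 50 nM; forked duplex (20 bp + 30-nt ss tails) 200 nM, ATP 2 mM final; pH 8.0, 2 mM MgCl2, 2.5 ug/ml poly(dI-dC); 15 min compound preincubation; discontinuous kinetic read over 2 h at RT.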
L3MBTL1 inh: blocks human L3MBTL1. Q9Y468. AlphaScreen L3MBTL1–H3K9me1 peptide binding. Potency, µM (highest dose often 57.1 µM), for inactives: at the top dose activity, negative = inhibition, actives largely listed as inhibitors. 230,000 tested, 0.66% active; note: % is set by controls: 0 for no effect and ±100 for the full control effect; nearly all actives have a fitted effect of over 60% in size
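L3MBTL1 50 nM + b-AHA-H3(1-15)K9me1 75 nM, 30 min RT; compound added, 30 min RT; streptavidin donor/Ni-chelate acceptor beads 10 ug/mL each final, 30 min RT dark; AlphaScreen read.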
Luc counter: blocks Kinase-Glo luciferase, a counter-screen artifact | Kinase-Glo luciferase, ATP luminescence, 8 min | 200,000 tested, 0.28% active | Q27757 | Potency, µM (series often up to 38.3 µM), without a hit: at the top dose activity change, negative = inhibition, most hits filed as inhibitors; note: % is set by controls: 0 for no effect and ±100 for the full control effect; nearly all actives have a fitted effect of over 60% in size
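Inhibition of Kinase-Glo luciferase light generation was assessed at 10 uM ATP in pH 7.2 imidazole buffer, with luminescence measured after eight minutes at ambient temperature.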
Tau ThT inhib: blocks human tau fibril formation measured by thioflavin T; 270,000 tested, 2.1% active; recombinant tau K18 P301L (four-repeat tau fragment), heparin-induced fibrillization, ThT fluorescence; Potency, µM (titrated, usually from 57.4 µM), inactives show at the highest dose activity, negative = inhibition, hits mostly inhibitors; note: % is set by controls: 0 for no effect and ±100 for the full control effect; nearly all actives have a fitted effect of over 55% in size
Target sequence (P10636 561-689 P618L limits assumed): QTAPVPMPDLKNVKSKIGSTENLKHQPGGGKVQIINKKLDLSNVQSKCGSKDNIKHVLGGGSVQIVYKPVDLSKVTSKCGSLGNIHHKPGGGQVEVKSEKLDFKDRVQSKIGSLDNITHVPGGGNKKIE
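Tau K18 P301L fragment (15 uM unlabeled plus 0.24 uM Alexa 594-labeled) in 100 mM sodium acetate pH 7 with compound, fibrillization induced by 20 uM heparin for 6 hr at 37 C. Thioflavin T (30 uM) added, fluorescence read after 1 hr (ex 450, em 510 nm).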
Numbers without * were called inactive; & = joins results of further samples; [ ] = dose if it differs, or a comment. Unless noted, calls come from the whole dose curve; as a rule, active = well fitted curve in the direction sought with a large enough effect; inconclusive = small, poorly fitted or top-dose-only effect, or another doubt; inactive = no such curve, though single readings can be large; an effect the other way counts as inactive or inconclusive. Potency is the fitted concentration of half-maximal effect.

For COC(=O)c1ccccc1C[C@]1(C(=O)OC)C=C[C@H](C)[C@@H](c2ccccc2)N1C(=O)C(F)(F)F the results were KDM4E inh -3.4%, SMN2 splice up -6.5%, ALDH1A1 inh 10.0%, RECQ1 inh -1.1%, Luc counter -0.3% and Tau ThT inhib -3.3%.
`C/C(=N\NC(=O)CSc1nc2ccccc2[nH]1)c1ccncc1` gave KDM4E inh 2.5%, SMN2 splice up 1.5%, ALDH1A1 inh inconclusive, RECQ1 inh -11.1%, Luc counter 9.0% and Tau ThT inhib -16.4%.
For COCCNC(=O)Nc1ccc2nc(-c3ccco3)c(-c3ccco3)nc2c1 the results were KDM4E inh inconclusive, SMN2 splice up 3.1%, Lamin A splicing -7.3%[46 µM], ALDH1A1 inh inconclusive, RECQ1 inh 8.91µM*, L3MBTL1 inh 2.82µM*, Luc counter -6.0% and Tau ThT inhib 3.98µM*.
For O=C(CN1CCN(S(=O)(=O)c2ccc(Cl)cc2)CC1)Nc1ccc(N2CCOCC2)cc1 the results were KDM4E inh -7.0%, SMN2 splice up -2.8%, Lamin A splicing -16.5%, ALDH1A1 inh 3.1%, RECQ1 inh 3.9%, L3MBTL1 inh -0.2%, Luc counter 0.9% and Tau ThT inhib inconclusive.
For CCn1cc(C(=S)N2CCC(C(N)=O)CC2)c2ccccc21 the results were KDM4E inh -7.1%, SMN2 splice up 16.6%, Lamin A splicing -16.9%[46 µM], ALDH1A1 inh -4.4%, RECQ1 inh -6.0%, L3MBTL1 inh -2.2%, Luc counter -1.2% and Tau ThT inhib -0.8%.
Screening CCOC(=O)C1=NN(C(=O)Cc2ccccc2)C(O)(C(C)(C)C)C1 (stereo not given) returned KDM4E inh 10.8%, ALDH1A1 inh inconclusive, RECQ1 inh -3.3%, L3MBTL1 inh 4.0%, Luc counter -3.9% and Tau ThT inhib -3.2%.
CCOc1cc2c(C#N)c(N3CCOCC3)nc(N)c2c(N)n1 was read as KDM4E inh inconclusive, SMN2 splice up 18.7%, Lamin A splicing -18.9%, ALDH1A1 inh inconclusive, RECQ1 inh 18.0%, L3MBTL1 inh -6.2%, Luc counter -0.6% and Tau ThT inhib -14.5%.
`COc1ccc(OCc2nnc(NC(=O)Nc3ccc(F)cc3)s2)cc1` gave KDM4E inh 11.4%, SMN2 splice up -5.7%, ALDH1A1 inh -1.5%, RECQ1 inh inactive, L3MBTL1 inh 4.5%, Luc counter 3.7% and Tau ThT inhib 5.9%.
Cc1cc(O)c(C(=O)c2ccccc2C(=O)O)cc1C was read as KDM4E inh -43.0%, SMN2 splice up -10.2%, Lamin A splicing 3.9%, ALDH1A1 inh 17.8µM*, RECQ1 inh 7.7%, L3MBTL1 inh -1.5%, Luc counter 2.4% and Tau ThT inhib 1.7%.
Screening COc1cc(OC)c(C2=NOC(C(=O)Nc3c(C)nn(CC(=O)N4CCCC4)c3C)C2)cc1Cl (stereo not given) returned KDM4E inh inconclusive, SMN2 splice up -10.5%, Lamin A splicing 13.1%, ALDH1A1 inh -6.0%, RECQ1 inh -7.4%, L3MBTL1 inh 4.7%, Luc counter 3.5% and Tau ThT inhib 0.5%.
Screening CCSc1nnc2nc(C)cc(C)n12 returned KDM4E inh -20.7%, Lamin A splicing 11.4%, ALDH1A1 inh -5.3%, RECQ1 inh 15.8%, Luc counter -0.9% and Tau ThT inhib -19.3%.
Screening Cc1ccc(O)c(-c2cc(-c3ccccc3[N+](=O)[O-])[nH]n2)c1 returned KDM4E inh 4.8%, SMN2 splice up -12.9%[1.84 µM], Lamin A splicing inconclusive, ALDH1A1 inh 11.1%, RECQ1 inh -8.8%, L3MBTL1 inh -9.2%, Luc counter -1.0% and Tau ThT inhib inconclusive.
`CCOc1ccc(/C=C/C(=O)Nc2cccc(C(C)=O)c2)cc1` gave KDM4E inh -5.0%, SMN2 splice up inconclusive, Lamin A splicing inconclusive, ALDH1A1 inh inconclusive, RECQ1 inh -17.5%, L3MBTL1 inh 0.3%, Luc counter -0.8% and Tau ThT inhib -10.5%.
`CCC(=O)OCC(=O)Nc1ccc(OC)cc1[N+](=O)[O-]` gave KDM4E inh 3.3%, SMN2 splice up -0.2%, Lamin A splicing -14.8%[46 µM], ALDH1A1 inh 3.8%, RECQ1 inh inactive, L3MBTL1 inh 7.0%[11.4 µM], Luc counter 0.4% and Tau ThT inhib -10.8%.
For CC(C)[C@H](NC(=O)CNC(=O)OC(C)(C)C)C(=O)N[C@H](C=O)C(C)C the results were SMN2 splice up -9.2%, ALDH1A1 inh -3.8%, RECQ1 inh 4.5% and Tau ThT inhib -6.3%.
O=C(Cc1c2ccccc2nc2ccccc12)c1ccccc1 was read as KDM4E inh inconclusive, SMN2 splice up -14.5%, Lamin A splicing -10.6%, ALDH1A1 inh 1.0%, RECQ1 inh -10.0%, L3MBTL1 inh 4.9%, Luc counter 0.2% and Tau ThT inhib -13.6%.
c1ccc(-c2ccccc2OCCOCCN2CCc3ccccc3C2)cc1 was read as KDM4E inh -14.9%, SMN2 splice up -30.5%[inhibitor], Lamin A splicing -16.8%[46 µM], ALDH1A1 inh 8.7%, RECQ1 inh inactive, L3MBTL1 inh 9.9%, Luc counter -2.3% and Tau ThT inhib inconclusive.
`CC(C)(C)c1csc(N/N=C/c2cccnc2)n1` gave KDM4E inh 6.1%, SMN2 splice up inconclusive, Lamin A splicing inconclusive, ALDH1A1 inh 25.1µM*, RECQ1 inh -13.2%, L3MBTL1 inh -11.9%, Luc counter 0.5% and Tau ThT inhib inconclusive.
Screening COc1ccc(-n2c(CNc3ccc(C)cc3)nnc2SCc2ccccc2)cc1 returned KDM4E inh -0.9%, SMN2 splice up -75.1%[inhibitor], Lamin A splicing inconclusive, ALDH1A1 inh -7.6%, RECQ1 inh 3.0%, L3MBTL1 inh inconclusive, Luc counter 2.3% and Tau ThT inhib 5.3%.
For O=C(NNC(=O)c1ccccc1Br)c1ccc(SCC2CCCO2)c([N+](=O)[O-])c1 (stereo not given) the results were KDM4E inh 4.9%, SMN2 splice up 3.9%, Lamin A splicing 8.8%, ALDH1A1 inh -5.5%, RECQ1 inh inactive, L3MBTL1 inh 1.3%, Luc counter 1.2% and Tau ThT inhib -14.4%.
C1CCN(c2nc(N3CCCC3)nc(N3CCNCC3)n2)C1 was read as KDM4E inh -2.6%, Lamin A splicing 6.7%, ALDH1A1 inh -4.6%, RECQ1 inh -8.2%, L3MBTL1 inh -2.2% and Tau ThT inhib -9.1%.
Screening CCNc1nc2nc3ccc(C)cn3c(=O)c2cc1C(=O)NCC1CCCO1 (stereo not given) returned KDM4E inh inconclusive, Lamin A splicing inconclusive, ALDH1A1 inh inconclusive, RECQ1 inh -3.5%, L3MBTL1 inh -2.9%, Luc counter -2.7% and Tau ThT inhib -6.7%.
`Cc1ccc(-n2c(N)c(C(N)=O)sc2=S)cc1` gave KDM4E inh -21.5%, SMN2 splice up -17.0%, Lamin A splicing 5.0%, ALDH1A1 inh 4.47µM*, RECQ1 inh inactive, Luc counter 1.0% and Tau ThT inhib inconclusive.
Screening COc1ccc(CNCCC(c2ccccc2)c2ccc3c(c2)OCO3)cc1 (stereo not given) returned KDM4E inh 1.2%, SMN2 splice up -30.7%&-11.7%[inhibitor], Lamin A splicing inconclusive, ALDH1A1 inh inconclusive, RECQ1 inh -3.3%, L3MBTL1 inh 20.0%, Luc counter -0.9% and Tau ThT inhib -14.5%&-0.8%.
`Cc1ccc(S(=O)(=O)Nc2cc(C(F)(F)F)ccc2N2CCOCC2)cc1` gave KDM4E inh 3.7%, SMN2 splice up inconclusive, Lamin A splicing inconclusive, ALDH1A1 inh -10.3%, RECQ1 inh -0.3%, L3MBTL1 inh 12.5%, Luc counter 0.2% and Tau ThT inhib -2.0%.
For Cn1nnnc1SCC(=O)Nc1nn(-c2ccccc2)nc1C(N)=O the results were KDM4E inh inconclusive, SMN2 splice up 5.1%, ALDH1A1 inh inconclusive, RECQ1 inh -1.4%, L3MBTL1 inh 23.6%, Luc counter 1.2% and Tau ThT inhib -8.7%.
O=C(Nc1ccc2nc(-c3ccc(Br)o3)[nH]c2c1)c1cccs1 was read as KDM4E inh -6.2%, SMN2 splice up -13.3%, Lamin A splicing -1.4%, ALDH1A1 inh inconclusive, RECQ1 inh -13.6%, L3MBTL1 inh -5.5%, Luc counter -3.8% and Tau ThT inhib inconclusive.
Screening COc1cccc(CN2CCCN(S(=O)(=O)c3ccc(Br)cc3)CC2)c1 returned KDM4E inh 1.0%, SMN2 splice up -5.9%, Lamin A splicing -2.6%, ALDH1A1 inh -4.1%, RECQ1 inh -21.2%, L3MBTL1 inh -0.8%, Luc counter -2.1% and Tau ThT inhib -7.0%.
Screening CCCCOCCCNC(=O)N[C@@H](CC(C)C)C(=O)O returned KDM4E inh -2.7%, SMN2 splice up -11.2%, Lamin A splicing 3.5%, ALDH1A1 inh 0.5%, RECQ1 inh 0.1%, L3MBTL1 inh 0.8%, Luc counter 1.8% and Tau ThT inhib -2.4%.
CCOC(=O)CC(=O)CSc1nc(C)cc(C)c1C#N was read as SMN2 splice up 17.4%, Lamin A splicing -10.6%, ALDH1A1 inh 26.4%, RECQ1 inh 0.9%, L3MBTL1 inh -3.9%, Luc counter 0.6% and Tau ThT inhib -13.1%.
`COc1ccc(/C=C/C(=O)OCC(=O)Nc2cccc(C(C)=O)c2)cc1` gave KDM4E inh -2.5%, SMN2 splice up -15.0%, Lamin A splicing -10.7%, ALDH1A1 inh 2.7%, RECQ1 inh -8.5%, L3MBTL1 inh 1.6%, Luc counter 1.5% and Tau ThT inhib -9.4%.
CCn1c(CSc2nc3ccccc3s2)nnc1SCC(=O)NCC(=O)OC was read as KDM4E inh 1.8%, SMN2 splice up -5.9%, Lamin A splicing 8.5%, ALDH1A1 inh 5.6%, RECQ1 inh -12.8%, Luc counter -1.6% and Tau ThT inhib -9.5%.
For Cc1c(-n2c(SC(C)C(=O)NC(N)=O)nc3ccccc3c2=O)c(=O)n(-c2ccccc2)n1C (stereo not given) the results were KDM4E inh -1.6%, SMN2 splice up -9.2%, Lamin A splicing -3.2%[46 µM], ALDH1A1 inh 4.6%, RECQ1 inh -2.2%, L3MBTL1 inh 2.6%, Luc counter -1.6% and Tau ThT inhib 4.3%.

An excerpt; the hit share may differ from the screen's.
